S100A4 MyoIIA = S100A4-myosin IIA interaction inhibition. S100A4/TAMRA-MyoIIA peptide fluorescence polarization. inhibition, % at 10.7 µM. 360,000 compounds, 0.14% hits. AID 652163;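 active = mean inhibition of at least 70% across replicates, with every replicate also reaching that level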
Target sequence (P26447 whole entry, looked up): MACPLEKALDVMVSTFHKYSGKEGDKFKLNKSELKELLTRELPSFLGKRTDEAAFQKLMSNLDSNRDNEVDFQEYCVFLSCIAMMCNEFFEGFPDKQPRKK
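System – human S100A4 monomer protein, biochemical binding assay · Buffer or medium – Calcium-containing HEPES buffer, pH 7.2 · Timing – 5 min between mix addition and reading · Also added – TAMRA-labelled myosin IIA heavy-chain peptide probe, 5 nM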
ERAP1 inh = blocks human ERAP1 aminopeptidase activity | recombinant ERAP1, Leu-AMC fluorescence, 60 min | 340,000 compounds, 0.15% hits | AID 652197 | inhibition, % at 10.7 µM;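 active = mean replicate inhibition of at least 30%, or all replicates individually reaching that 30% level; inactive = mean below 30% and not every replicate reaching it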;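 also: 0% = neutral control wells and 100% = L-leucinethiol positive control wells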
Target sequence (Q9NZ08 whole entry, looked up): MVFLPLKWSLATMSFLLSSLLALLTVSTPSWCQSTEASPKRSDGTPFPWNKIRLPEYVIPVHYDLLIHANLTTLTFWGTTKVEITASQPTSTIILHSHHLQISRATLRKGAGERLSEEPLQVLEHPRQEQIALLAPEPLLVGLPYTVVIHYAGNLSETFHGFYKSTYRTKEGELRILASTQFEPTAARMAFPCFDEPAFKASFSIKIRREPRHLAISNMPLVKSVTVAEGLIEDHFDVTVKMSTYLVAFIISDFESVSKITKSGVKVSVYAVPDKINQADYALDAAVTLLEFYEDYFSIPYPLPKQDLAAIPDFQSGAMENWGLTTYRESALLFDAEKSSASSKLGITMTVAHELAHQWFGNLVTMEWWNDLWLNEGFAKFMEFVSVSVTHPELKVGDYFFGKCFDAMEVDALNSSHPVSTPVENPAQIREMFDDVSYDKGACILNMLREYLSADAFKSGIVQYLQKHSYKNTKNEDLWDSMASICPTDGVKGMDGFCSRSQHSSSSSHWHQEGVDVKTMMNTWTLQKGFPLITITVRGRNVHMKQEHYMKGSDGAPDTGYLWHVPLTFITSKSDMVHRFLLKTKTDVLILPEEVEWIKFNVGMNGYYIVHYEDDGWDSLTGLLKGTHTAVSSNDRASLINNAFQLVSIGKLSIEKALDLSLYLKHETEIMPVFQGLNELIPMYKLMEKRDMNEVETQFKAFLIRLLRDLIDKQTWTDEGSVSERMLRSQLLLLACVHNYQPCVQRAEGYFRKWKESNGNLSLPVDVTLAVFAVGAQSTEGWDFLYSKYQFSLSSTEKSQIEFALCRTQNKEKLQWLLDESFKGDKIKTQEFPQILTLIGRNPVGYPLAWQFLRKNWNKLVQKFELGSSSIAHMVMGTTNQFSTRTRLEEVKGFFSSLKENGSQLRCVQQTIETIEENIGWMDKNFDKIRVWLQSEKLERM
LGR2 antag = blocks bursicon-induced cAMP signaling via Drosophila LGR2; HEK293 LGR2, CRE-luciferase, bursicon-stimulated, 4 h; inhibition, % at 9.99 µM; 380,000 compounds, 0.35% hits;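 active = drop in luminescence signal, shown as inhibition above about 50% in the replicate tests, limit read from the data, passing the limit was not always enough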;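 also: agonist challenge used bursicon conditioned medium at about half maximal strength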
EWS-Fli inh = blocks EWS/Fli oncoprotein-driven transcription; AID 651661; inhibition, % at 12.6 µM; 350,000 compounds, 0.67% hits; A673 NR0B1-luciferase reporter, viability-normalised;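 active = mean inhibition of at least 50% after viability correction, with every replicate also passing that limit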;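 also: firefly luciferase signal divided by Alamar Blue viability fluorescence both relative to DMSO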
PAX8 reporter = lowers PAX8-driven luciferase in RMG-I cells | RMG-I TPO-luciferase reporter, SteadyGlo, 24 h | inhibition, % at 12.6 µM | 360,000 compounds, 1.2% hits | AID 652154;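 active = mean replicate inhibition at least 60% with every replicate also reaching 60%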;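 also: luciferase light reporting Pax8 driven TPO promoter activity; plate controls were median of neutral control wells for no effect and mitoxantrone controls for full effect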
PGC1a acetyl inh = modulators of PGC1a acetylation; U2OS PGC1a acetylation, AlphaScreen anti-acetyl-lysine; with virally co-expressed GCN5 acetyltransferase; inhibition, % at 15.6 µM; 350,000 compounds, 0.17% hits; AID 651687;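 active = every replicate shows inhibition of at least 40%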;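 also: 0% = neutral control wells and 100% = positive control wells; some results beyond the cut were filed as inactive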
PglD inh = blocks C. jejuni PglD acetyltransferase activity; purified PglD enzyme, DTNB colorimetric CoA detection; 360,000 compounds, 0.098% hits; AID 602405; inhibition, % at 12.5 µM; in the data active = inhibition above about 16%, passing the limit was not always enough; also: strong numbers were not always called active
FN deposit inh = fibronectin deposition inhibition; inhibition, % at 12.6 µM; 350,000 compounds, 0.086% hits; AH1F fibroblasts, Alexa488-fibronectin deposition fluorescence, overnight;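 active = mean inhibition across replicates of 30% or more, regardless of how many single replicates reach that level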;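 also: positive control wells lacked labelled fibronectin entirely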
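Material – AH1F fibroblast monolayer, labelled fibronectin deposition · Reagent – labelled fibronectin 24 nM · Timing – 1 h adhesion, overnight exposure · Measured by – fluorescence at 485 nm excitation, 525 nm emission · Read-out – inhibition of fibronectin deposition signal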
* marks the source's active call; other numbers are inactive results; x = not tested or not shown.

Results follow in this order: S100A4 MyoIIA, ERAP1 inh, LGR2 antag, EWS-Fli inh, PAX8 reporter, PGC1a acetyl inh, PglD inh, FN deposit inh
CCc1ccccc1NC(=S)Nc1cc(OC)c(NC(=O)C(C)C)cc1OC
  -3, 2, 8, -13, 7, 30, -4, -5
O=C(N[C@H](C(=O)N1CCC[C@H]1C(=O)NCc1ccccc1)c1ccccc1)c1ccc(Cl)cc1Cl
  -6, 2, 13, 6, 11, x, x, 2
CCN(CC)C(=O)Cn1cc(S(=O)(=O)CC(=O)Nc2cc(OC)ccc2OC)c2ccccc21
  5, -2, -4, 7, x, x, -2, 0
COc1ccc(CCNC(=O)CCc2cc(OC)c(OC)c(OC)c2)cc1
  -3, 1, 9, 12, -10, x, -5, 3
COc1ccccc1N1CCN(C(=O)C2CCN(C(=O)c3ccccc3C)CC2)CC1
  -11, 0, 5, 14, -43, 4, 5, -4
CC1(C)OC(=O)C2=C(C[C@@H](CCC(F)(F)F)O[C@H]2c2ccc(F)cc2)O1
  -1, -1, -15, -10, 10, -6, -1, 0
O=C(Nc1ccc(-c2ccccc2)cc1)[C@H]1[C@H](CO)[C@H]2Cn3c(cccc3=O)[C@H]2N1CC1CCCC1
  -2, 0, -1, 11, -18, -2, x, x
COCCNC(=O)Cn1c(=O)n(CCCC(=O)NCc2ccc3c(c2)OCO3)c(=O)c2sccc21
  2, -1, -3, -3, 0, x, 5, 7
O=C(COC(=O)c1ccc([N+](=O)[O-])o1)NCCCc1ccccc1
  -1, -3, x, 3, -1, -8, -6, 1
C[C@H](O)C#Cc1cnc2c(c1)C(=O)N([C@@H](C)CO)C[C@@H](C)[C@H](CN(C)C(=O)CN1CCOCC1)O2
  1, 3, 8, -19, -4, 1, -2, x
CCN(CC)c1ccc(NC(=O)CN(C)Cc2cccs2)cc1
  10, 1, -2, -3, -6, x, 1, -6
O=C(C[C@@H]1C[C@H]2c3cc(NC(=O)c4ccc5c(c4)OCO5)ccc3O[C@H]2[C@@H](CO)O1)NCc1ccccn1
  5, 0, 6, -1, -7, -5, -1, x
CNC(=O)C[C@@H]1CC[C@@H]2[C@H](COc3ccc(NS(=O)(=O)c4cccc(F)c4)cc3C(=O)N2C)O1
  -15, 0, -2, -6, -3, 0, -2, 8
C[C@@H]1CN([C@H](C)CO)C(=O)c2cc(-c3cncnc3)cnc2O[C@H]1CN(C)C(=O)c1ccccc1F
  -3, 1, -1, 1, x, -2, 1, x
C[C@H](CO)N1C[C@H](C)[C@@H](CN(C)Cc2ccccc2)Oc2ncc(-c3cccc(C#N)c3)cc2C1=O
  10, 0, 8, 4, -28, 0, 1, x

Reprinted from the part before: 3 compounds; new compounds follow.
Results follow in this order: S100A4 MyoIIA, ERAP1 inh, LGR2 antag, EWS-Fli inh, PAX8 reporter, PGC1a acetyl inh, PglD inh, FN deposit inh
CNC(=O)C[C@@H]1CC[C@@H]2[C@H](COc3ccc(NS(=O)(=O)c4cccc(F)c4)cc3C(=O)N2C)O1
  -15, 0, -2, -6, -3, 0, -2, 8
C[C@@H]1CN([C@H](C)CO)C(=O)c2cc(-c3cncnc3)cnc2O[C@H]1CN(C)C(=O)c1ccccc1F
  -3, 1, -1, 1, x, -2, 1, x
C[C@H](CO)N1C[C@H](C)[C@@H](CN(C)Cc2ccccc2)Oc2ncc(-c3cccc(C#N)c3)cc2C1=O
  10, 0, 8, 4, -28, 0, 1, x
Cc1onc(-c2c(F)cccc2Cl)c1C(=O)N1CCCC1
  6, -6, 0, -1, -18, x, -4, x
C[C@H]1CCCCO[C@@H](CN(C)Cc2ccccc2)[C@@H](C)CN([C@@H](C)CO)C(=O)c2cc(NC(=O)Nc3ccc4c(c3)OCO4)ccc2O1
  70, 3, 7, 4, 46, 20, 1, -6
O=C(CNC(=O)c1ccc(Br)o1)NNC(=O)c1ccc(Cl)cc1
  -1, 2, -3, -9, -8, 2, -4, 3
Cc1ccc(S(=O)(=O)N(C)C[C@H]2OCCCC[C@@H](C)Oc3ccc(NS(=O)(=O)c4cccs4)cc3C(=O)N([C@@H](C)CO)C[C@@H]2C)cc1
  -5, 1, -3, -8, 31, -2, -6, -11
CO[C@H]1CC[C@@H]2CCOc3ccc(C#N)cc3C(=O)N(C)[C@@H](C)C(=O)N(C)C[C@H]1O2
  -2, -3, -1, 1, -12, x, -4, 4
CC(C)c1cc(C(=O)NNC(=S)NCc2ccco2)c(O)c(C(C)C)c1
  x, x, 24, x, 8, 7, 3, 0
C=CCN(c1ccccc1C(=O)NCC(=O)OCC)S(=O)(=O)c1ccc(C)cc1
  0, 3, 9, 13, -10, x, x, -1
O=C(CCC1CCCC1)Nc1ccon1
  x, x, x, x, -8, 4, -1, 11
COc1ccc(CNC(=O)c2cc(S(=O)(=O)N3CCCC3)cn2C)cc1
  0, 6, -26, 8, 7, -3, -5, -7
O=C(C[C@@H]1CC[C@@H]2[C@H](COC[C@H](O)CN2S(=O)(=O)c2ccccc2)O1)NCCN1CCCCC1
  10, 1, -16, 1, 5, -1, 0, -12
CCCCn1c(CN2CCN(c3cccc(Cl)c3)CC2)nc2c1c(=O)n(C)c(=O)n2C
  x, x, x, x, 11, 33, 1, -10
CCCNC(=O)N1[C@@H](CO)[C@H](c2ccccc2)C12CN(C(=O)CC)C2
  -7, 1, 7, 0, 2, 1, x, x
C[C@H]1CN([C@@H](C)CO)C(=O)c2cccc(NS(=O)(=O)c3cn(C)cn3)c2O[C@H]1CN(C)CC1CCCCC1
  10, 0, -5, 4, -8, -4, 0, -24
O=C(Cn1cnc2c(OCc3ccccc3)ncnc21)NCc1ccccn1
  0, -2, 14, -3, 4, 12, -4, -2
CCn1c(CSc2nc3ccccc3s2)nnc1SCC(=O)c1ccc(O)cc1O
  1, 1, 8, x, x, -10, 0, x
COc1ccc(Cn2c(=O)oc3ccc(C)cc32)cc1
  -5, -1, 10, -4, 16, x, 1, 2
C[C@@H]1CCCCO[C@@H](CN(C)C(=O)c2ccccc2)[C@H](C)CN([C@H](C)CO)C(=O)c2cc(NS(=O)(=O)c3ccc(F)cc3)ccc2O1
  15, -4, -13, 1, 4, 19, 0, x
CCN(CC)C(=O)N1c2ccccc2Sc2ccccc21
  1, -2, 7, 10, -9, -8, 3, 11
O=C(NCc1ccc(F)c(F)c1)c1ccc(-c2ccc(F)c(F)c2)c2ccoc12
  1, 0, 2, -11, 3, -12, -5, -2
COc1ccc(/C=N/Nc2cc(C)nc3c(C)cccc23)cc1
  -4, -1, 3, 67*, 16, x, -5, 6
O=C(CN(Cc1ccc(F)cc1)C(=O)CNS(=O)(=O)c1ccccc1)NCC1CCCO1 (stereo unspecified)
  1, 2, -5, -4, 0, x, 0, -18
COc1ccccc1NC(=O)N1CC[C@@H]2[C@H]1c1cc(-c3ccccc3)ccc1N(C)[C@H]2CO
  12, 2, 1, -6, 31, 6, 0, 1
COc1cccc(-c2ccc(CC[C@H]3O[C@H]4CC[C@@H](CO)O[C@H]4C[C@@H]3NC(=O)c3cnccn3)cc2)c1
  -22, 4, x, -2, -10, -8, x, x
CC(=O)Nc1ccc(N(C(=O)CNC(=O)c2ccco2)C(C(=O)NCc2ccco2)c2ccccc2F)cc1 (stereo unspecified)
  -14, 15, -8, 7, 3, x, x, -1
CC1(C)CN(c2ccccc2)C(=O)[C@H]1CC(=O)Nc1ccccc1
  2, 3, -18, -8, -13, -26, x, 1
C[C@H](CO)N1C[C@H](C)[C@@H](CN(C)CC2CCCCC2)Oc2c(NS(C)(=O)=O)cccc2C1=O
  1, 1, x, 0, -11, 20, -3, x
Cc1cc(C)cc(NC(=O)C(OC(=O)c2cc[n+]([O-])cc2)c2ccccc2)c1 (stereo unspecified)
  13, -1, -15, -11, -6, -2, -3, 4
Cc1cccc(C)c1NC(=O)CCCn1nc(C)c2c(C)n(-c3ccccc3)nc2c1=O
  2, -1, 7, -5, -8, -1, 5, -9
O=C(Cc1ccccn1)c1ccc(Cl)cc1
  20, 2, -35, -74, -176, x, 1, 7
O=C(NCc1ccncc1)C1Cc2c(-c3ccccc3Oc3ccccc3)ccnc2O1 (stereo unspecified)
  11, -5, 16, 0, -2, x, -4, 1
COc1ccc(C(=O)C2CCN(CC(=O)Nc3cc(C)cc(C)c3)CC2)cc1
  4, -7, 4, 3, 5, x, -3, 3
CCc1noc(C)c1C(=O)Nc1nc(-c2cc(OC)ccc2OC)cs1
  -3, 2, -9, 2, 10, x, -3, 0
O=C(NCc1cccnc1)c1ccc(Cn2c(=S)[nH]c3ccc(Br)cc3c2=O)cc1
  -3, -5, -30, 4, -8, 0, 9, -6
Cc1[nH]c2ccccc2c1C(C[N+](=O)[O-])c1cccs1 (stereo unspecified)
  -5, 0, 15, 6, 3, x, x, -10
CNC(=O)C[C@H]1CC[C@@H]2[C@@H](COc3ccc(NC(=O)c4cccc(OC)c4)cc3C(=O)N2C)O1
  10, 1, -6, -20, -9, -4, 0, -3
CC(C)c1nnc(NC(=O)CCC(=O)N2CCN(C3c4ccccc4-c4ccccc43)CC2)s1
  11, 9, 9, 5, 11, x, 7, 2
COc1ccc(-c2ccc3c(c2)S(=O)(=O)c2cccc(C(=O)O)c2C3=O)cc1OC
  0, x, 8, -1, -14, 14, -5, -14
CCC(=O)Nc1ccc2c(c1)C(=O)N(C)[C@@H]1CC[C@@H](CC(=O)NC3CCCC3)O[C@@H]1CO2
  -4, -1, -5, -5, 4, 5, -3, -3
C[C@@H]1CN([C@@H](C)CO)C(=O)Cc2cc(NC(=O)Cc3cn(C)c4ccccc34)ccc2O[C@H]1CN(C)Cc1ccc(Oc2ccccc2)cc1
  x, x, 7, 29, 86*, -18, 3, x
Cc1ccc(SCC(=O)Nc2nnc(C(C)(C)C)s2)cc1
  -6, -1, -2, 10, -17, x, x, -11
CC12CCC(=O)N1C(C(=O)Nc1cc(C(F)(F)F)ccc1N1CCCCC1)CS2 (stereo unspecified)
  -5, -1, 1, 10, 16, -1, x, -9
Cc1ccc(S(=O)(=O)N(C)C[C@H]2OCc3ccccc3-c3c(n(C)c4ccccc34)C(=O)N([C@@H](C)CO)C[C@H]2C)cc1
  -3, -1, 4, 28, x, -9, -1, -1
CCS(=O)(=O)N1CC2(C1)CN(S(=O)(=O)c1ccc(C)cc1)[C@@H](CO)c1[nH]c3cc(OC)ccc3c12
  2, 1, -12, 6, x, -12, x, x
Cc1nccc(-c2sc(-c3cccs3)nc2C)n1
  0, -41, -48, -80, -36, -7, x, -4
CCOC(=O)CCSCC(=O)N1N=C(c2cccs2)CC1c1ccc(C)cc1 (stereo unspecified)
  -5, 0, -4, -1, -11, x, x, -4
CN(C)CCOc1ccccc1C(C)(C)C
  x, x, x, x, 3, 11, 4, 5
CO[C@@H](CN(C)S(=O)(=O)c1ccc(C)cc1)[C@@H](C)CN([C@H](C)CO)S(=O)(=O)c1cccc(Cl)c1
  1, 1, -12, 18, x, -10, -2, -14
O=C(OCc1ccccc1)c1cccc(-c2nnn(Cc3ccccc3)n2)c1
  x, x, x, x, -130, -2, 2, 0
O=C(C[C@H]1C[C@H]2c3cc(NC(=O)NC4CCCC4)ccc3O[C@H]2[C@@H](CO)O1)NC1CCCCC1
  -4, 0, -2, 3, 3, 30, 2, -4
COc1cc(OC)cc(C(=O)OCC(=O)NCc2ccco2)c1
  -5, -3, 3, 6, -4, 0, 4, -1
COC(=O)c1cc(S(=O)(=O)N2CCCC(C)C2)cn1C (stereo unspecified)
  -2, -3, 11, 2, 8, -27, 3, 7
CCC(CC)C(=O)Nc1nnc(SCC(=O)NC2CCCCC2)s1
  1, 0, 8, 6, 7, x, 1, 4
O=C(CSc1ccc(-c2cccc([N+](=O)[O-])c2)nn1)NC1CCCC1
  8, -3, -6, 7, -15, 6, x, x
O=C(C[C@@H]1CC[C@H](NS(=O)(=O)c2ccccc2F)[C@H](CO)O1)NCCCN1CCOCC1
  12, -1, -14, -5, -2, -1, 4, -4
COc1cc(NC(=O)C(C)Oc2ccccc2)c(C(=O)O)cc1OC (stereo unspecified)
  x, x, x, x, 3, 2, -1, 3
